Source: PubChem (several laboratories)
Vif inh: HIV Vif inhibition; HEK293T cells, Vif self-association by quenched fluorescence, imaging, 24 h; inhibition, % at 7.49 µM; actives 0.35% (n = 340,000); in the data active means inhibition above about 50%, passing the limit was not always enough; further: some results filed as inactive read as strong as hits
MC4R antag cAMP: antagonists of human melanocortin 4 receptor (MC4R); P32245; MC4R-expressing cells, MTII-stimulated cAMP, LANCE TR-FRET; inhibition, % at 6.5 µM; actives 0.48% (n = 360,000); AID 540295;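 active means inhibition above its plate's cutoff, the mean of tested wells on that plate plus 3 SD, cut at about 29% in these data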;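 further: 0% = Melanotan II alone and 100% = Melanotan II plus saturating MCL0020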
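system = U2OS cells with stable human MC4R expression | also added = Melanotan II challenge after compound preincubation | dosing = one concentration, 6.5 µM nominal | incubation = compound 30 min, challenge 1 h, detection 1 h | measured by = TR-FRET with Eu-cAMP and labeled anti-cAMP, 671 nm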
TLR9-MyD88 inh: TLR9-MyD88 interaction inhibition | Q9NR96+Q99836 | CHO BLA complementation TLR9-MyD88, CCF4 FRET ratio | inhibition, % at 4.98 µM | actives 0.21% (n = 340,000);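 active means inhibition above the mean over all tested compounds plus 3 SD, cut at about 21% in these data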;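 further: 0% = DMSO only wells and 100% = clavulanate BLA inhibitor control wells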
ABCB6 inh MLPCN: blocks the human ABCB6 transporter | Q9NP58 | K562-ABCB6 porphyrin accumulation, flow cytometry, 1 h; stronger effect = lower value | fluorescence ratio to DMSO, % at 10 µM | actives 0.19% (n = 360,000) | AID 602162;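 active means fluorescence ratio to DMSO below 75%, the collection mean minus 3 SD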;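 further: signal is porphyrin accumulated inside mitochondria; 100% equals median channel fluorescence of DMSO control wells; lower ratio means ABCB6 inhibition with less porphyrin fluorescence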
Target sequence (Q9NP58 whole entry, looked up): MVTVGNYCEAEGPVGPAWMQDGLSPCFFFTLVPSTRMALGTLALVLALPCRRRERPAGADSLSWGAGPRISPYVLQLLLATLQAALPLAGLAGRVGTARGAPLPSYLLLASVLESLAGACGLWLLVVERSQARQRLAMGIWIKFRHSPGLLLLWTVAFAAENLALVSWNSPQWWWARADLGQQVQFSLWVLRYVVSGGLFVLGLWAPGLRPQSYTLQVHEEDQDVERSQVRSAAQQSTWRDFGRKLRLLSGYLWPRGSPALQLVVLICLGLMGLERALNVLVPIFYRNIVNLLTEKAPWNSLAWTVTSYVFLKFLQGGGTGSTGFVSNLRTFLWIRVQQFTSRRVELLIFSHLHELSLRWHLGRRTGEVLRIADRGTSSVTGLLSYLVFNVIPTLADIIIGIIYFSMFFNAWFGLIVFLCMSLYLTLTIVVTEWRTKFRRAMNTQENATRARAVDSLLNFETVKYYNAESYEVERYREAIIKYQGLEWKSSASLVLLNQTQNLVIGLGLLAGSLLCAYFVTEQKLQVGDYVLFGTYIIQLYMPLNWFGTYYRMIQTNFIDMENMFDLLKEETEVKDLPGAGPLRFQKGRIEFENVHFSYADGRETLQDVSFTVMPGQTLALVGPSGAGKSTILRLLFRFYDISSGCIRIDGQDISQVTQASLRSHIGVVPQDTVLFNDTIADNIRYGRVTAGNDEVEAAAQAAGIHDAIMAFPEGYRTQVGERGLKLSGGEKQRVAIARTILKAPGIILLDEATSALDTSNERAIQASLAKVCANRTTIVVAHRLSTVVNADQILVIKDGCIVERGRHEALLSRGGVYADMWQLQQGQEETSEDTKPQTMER
NOD2-RIPK2 inh: inhibitors of human NOD2-RIPK2 interaction | CHO BLA complementation NOD2-RIPK2, CCF4 ratio | inhibition, % at 4.98 µM | actives 0.38% (n = 360,000) | AID 624267; in the data active means inhibition above about 21%;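 further: 0% = vehicle only and 100% = reference blocker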
Exocytosis inh: blocks lytic granule exocytosis | TALL-104 LAMP-1 surface exposure, flow cytometry; cells stimulated with thapsigargin and PMA | inhibition, % at 10 µM | actives 0.66% (n = 360,000) | AID 651702;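 active means inhibition above about 55%, limit read from the data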
aDG glyco act: increases alpha dystroglycan glycosylation. Pro5-aDG cells, alpha-DG glycosylation AlphaScreen (IIH6); 0% Pro5, 100% B10-LARGE cell signal. activation, % at 10 µM. actives 0.22% (n = 360,000);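 active means activation of at least 8% versus controls, or a plate z-score of at least 8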;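 further: Pro5 are CHO cells carrying HIG-tagged alpha-DG that lacks glycosylation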
N-glyco inh: N-linked glycosylation inhibition; D54 ERlucT glycosylation luciferase reporter, 24 h; percent of 100 nM tunicamycin response; actives 0.23% (n = 360,000); reporter increase, % at 12.5 µM; AID 588692;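 active means mean luciferase reporter signal, scaled so untreated is 0 and the glycosylation-blocking control 100, at or above a set limit in every replicate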;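 further: luciferase carries N-glycosylation sites so blocking glycosylation raises the light; 0% = median of neutral control wells and 100% = median of 100 nM tunicamycin wells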
MC4R ag barr: human MC4R agonism via beta-arrestin; actives 0.98% (n = 360,000); activation, % at 8.9 µM; P32245; U2OS MC4R beta-arrestin complementation, luminescence; percent of melanotan II response, DMSO zero; AID 540308;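 active means activation above a per-plate cutoff, the mean activation of sample wells on that plate plus 3 SD, cut at about 8% in these data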
ABHD5 PLIN5 PPI: ABHD5-PLIN5 protein interaction inhibition. Split G. princeps luciferase complementation, luminescence, 4 h. AID 602281. inhibition, % at 4 µM. actives 0.78% (n = 360,000);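 active means inhibition above the mean inhibition across every tested compound plus 3 SD, cut at about 22% in these data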;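 further: 0% = DMSO only wells and the 100% control is not disclosed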
The depositor's hits bear a star; i = inactive; . = no result given.

SMILES	Vif inh	MC4R antag cAMP	TLR9-MyD88 inh	ABCB6 inh MLPCN	NOD2-RIPK2 inh	Exocytosis inh	aDG glyco act	N-glyco inh	MC4R ag barr	ABHD5 PLIN5 PPI
CCN1CC2([N+](=O)[O-])CC=C(Cl)C([N+](=O)[O-])(C1)C2 (configuration not stated)	-6	13	-3	104	4	1	-0.1	2	2.4	6
C#C[C@]1(O)CCC2C3C(=O)C=C4C=CCC[C@]4(C)C3CC[C@@]21C (some centres not stated)	-15	4	.	101	3	-2	0.1	1	1.3	-2
CN(C)C(=O)Oc1cccc(-c2cn3cc(Cl)ccc3n2)c1	1	-1	-7	92	-4	-2	-0.2	0	-1.4	1
COC(=O)C1=C(c2ccc(OCc3ccccc3)cc2)C[C@@H]2CC[C@H]1N2C(=O)NCc1ccc2c(c1)OCO2	-1	20	5	96	1	3	0.3	-5	-1.4	-8
COc1ccc(C(=O)C2CCCN(Cc3cnc(C)s3)C2)c(OC)c1 (configuration not stated)	-2	-4	19	96	-6	-2	0.3	-2	0.6	3
CC(C)N1CCN(Cc2cc3c(cc2Cl)OCO3)CC1CCO (configuration not stated)	-2	-2	-6	105	1	10	0.0	-1	0.6	-8
COCCNCCOc1ccc(C(C)(C)c2ccccc2)cc1	.	8	3	95	-3	4	1.6	-5	-0.2	9
CCN1CCN(S(=O)(=O)c2ccc(Cl)c(C(=O)Nc3ccc(C(=O)N(CC)CC)cc3)c2)CC1	-13	11	-5	99	-9	-2	-0.1	-2	-0.5	0
C[C@@H]1CN([C@H](C)CO)C(=O)CCCn2nncc2CO[C@@H]1CN(C)C(=O)Oc1ccc2ccccc2c1	-1	9	3	103	-3	1	-0.1	0	0.5	9
NC(Cc1ccc(Cl)cc1)c1csc(Nc2ncccn2)n1 (configuration not stated)	-5	0	.	96	6	0	0.0	-15	1.0	5
CCOP(=O)(OCC)C(NC(=O)CC(C)C)C(Cl)(Cl)Cl (configuration not stated)	-6	-12	3	91	-5	3	-0.1	-1	-2.1	0
Nc1ccc2ccccc2c1	-2	6	-1	96	-9	2	-0.1	2	-1.2	-4
CNCC(O)c1ccc(O)cc1 (configuration not stated)	-1	12	.	i	-18	-1	-0.1	1	0.0	5
O=C1CN=C(c2ccccc2)c2oc3ccc(Br)cc3c2N1	0	2	6	101	0	2	0.2	-3	7.6	-6
O=P(C(c1ccc2c(c1)OCO2)N1CCOCC1)(N1CCOCC1)N1CCOCC1 (configuration not stated)	1	12	5	98	1	-1	-0.1	0	-1.9	-2
CCC(C)N1Cc2ccccc2C1=N (configuration not stated)	11	7	-3	96	3	15	-0.2	0	0.2	-4
Cc1nn(Cc2ccccc2Cl)c(C)c1C(=O)OCC(=O)NC1CCCC(C)C1C (configuration not stated)	-8	8	-7	91	7	2	1.0	-3	2.8	-1
CCOC(=O)c1ccc(N2C(=O)CC(N3CCC(C#N)(c4ccccc4)CC3)C2=O)cc1 (configuration not stated)	-4	27	-2	97	-1	-1	0.0	3	0.1	3
CCn1c(=O)n(CC(=O)N2CCC3(CC2)OCCO3)c(=O)c2ccccc21	19	4	8	89	-10	-1	-0.2	0	-0.7	-2
Cc1cccc(N2C(=O)NC(=O)/C(=C\c3cc(C)n(-c4sc5c(c4C#N)CCCC5)c3C)C2=O)c1C	-13	-5	11	101	-2	4	1.1	-5	1.0	-2
CCN1c2nc3c(C)cccn3c(=O)c2CC2(C(=O)N(C)C(=O)N(C)C2=O)C1C (configuration not stated)	0	-2	-11	96	-6	-1	-0.2	1	-0.7	-6
CSCc1nnc2n1-c1ccc(Cl)cc1C(c1ccccc1)=NC2	2	14	-1	100	-4	-2	-0.3	-1	0.9	10
CN(C(=O)Oc1ccc(Cl)c2cccnc12)c1ccccc1	0	-1	-10	99	-1	-3	-0.1	-2	-2.4	1
Cc1cc(/C=C2/C(=O)NC(=O)N(c3ccccc3)C2=O)c(C)n1-c1ccc(F)cc1	26	-14	7	106	-2	7	-0.1	0	-0.6	6
O=C(CN1CCCC1=O)NCCc1ccccc1	14	2	2	100	-12	-8	-0.1	0	0.8	-2
CC1(O)CCC2C3CCC4=CC(=O)CCC4=C3C=CC21C (configuration not stated)	43	-11	9	95	-2	1	0.5	1	0.9	-3
Cc1cccc(C)c1-n1nnnc1C(CCc1ccccc1)N1CCC(n2c(=O)[nH]c3ccccc32)CC1 (configuration not stated)	.	.	.	92	10	91*	-0.6	-7	.	1
CC(C)(C)C(O)C(Oc1ccc(Cl)cc1)n1cncn1 (configuration not stated)	-1	4	5	106	-5	-6	-0.1	-1	-0.5	6
COc1ccc(-n2c(/C=C/c3ccc(O)c(OC)c3)nc3ccccc3c2=O)cc1	3	6	19	108	19	58*	-0.3	-3	1.9	-1
CCc1n[nH]c(CCN)n1	5	22	1	100	-2	0	0.1	2	-1.9	-2
Cc1nn(Cc2ccccc2Cl)c(Cl)c1C(=O)OC(C(=O)NC(N)=O)C(C)C (configuration not stated)	-5	5	2	100	-10	0	0.1	1	1.7	0
CN1C(=O)C(=Cc2ccccc2OS(=O)(=O)c2ccccc2)C(=O)N(C)C1=O	7	0	-5	98	-3	7	0.1	2	1.0	45*
CN1CCN(c2ccc(NC(=O)C(C)(C)C)cc2)CC1	-8	1	-1	87	2	0	0.1	0	2.3	-5
O=[N+]([O-])c1cc(S(=O)(=O)c2ccc(O)c([N+](=O)[O-])c2)ccc1O	5	9	4	98	-6	2	-0.1	-2	-1.3	5
COC(=O)C1=C(c2ccc(OC)c(OC)c2)C[C@@H]2CC[C@H]1N2C(=O)NCc1ccco1	11	14	11	102	8	2	-0.1	2	0.3	3
c1ccc(CN2CCN(Cc3ccc4ccccc4c3)CC2)cc1	-2	7	-6	101	7	28	-0.1	-3	0.1	0
Cc1cccc(N2C(=O)NC(=O)/C(=C\c3cccn3-c3ccc(Cl)cc3)C2=O)c1	6	1	9	107	15	73*	-0.3	11	2.1	30*
O=c1c2ccccc2[nH]c(=S)n1-c1ccc2c(c1)OCCO2	19	0	-2	105	-2	-12	-0.1	2	-0.7	-5
C[C@]12CCC(=O)C(O)=C1CC[C@@H]1[C@@H]2CC[C@]2(C)C(=O)CC[C@@H]12	-8	3	-1	99	8	3	-0.2	-3	1.4	-11
Fc1cccc(-c2ccc3c(c2)CNCc2cnnn2-3)c1	5	.	.	102	-6	-1	-0.1	0	.	-5
C=CCNC(=S)N1Cc2cc(Br)ccc2-n2nncc2C1	-1	.	.	99	-15	0	0.0	3	.	8
O=C(CN1CCCC1)Nc1ccc(Cl)cc1C(=O)c1ccccc1	3	19	10	99	1	-1	1.1	-2	-1.2	1
COc1ccc(N=C(C)c2c(O)n(C)c(=O)n(C)c2=O)c(OC)c1	1	2	4	93	1	0	0.0	-2	-1.9	-5
CC1CN1c1cc2c(c3c1ccn3C)C1CCC2C1 (configuration not stated)	.	.	.	101	-14	0	0.3	-2	.	-21
COC(=O)c1cn(Cc2ccc(F)cc2)c2ccccc12	4	2	-15	93	-4	1	0.3	0	-0.7	7
CC1=CC(=O)C2=C(C)C[C@H](O)[C@@H]3[C@H](OC(=O)[C@H]3C)[C@@H]12	-4	16	-10	104	-9	8	1.5	3	-0.4	-4
CCOC(=O)c1sc(/N=C/c2c(O)n(-c3ccccc3)c(=O)[nH]c2=O)c(C#N)c1C	-3	-5	5	107	-10	0	0.0	0	0.4	16
C[C@]12CCC3C(CC[C@H]4C[C@@H](O)CC[C@]34C)[C@H]1C=CC2=O (some centres not stated)	20	1	-14	100	2	-8	0.9	0	-1.1	17
O=C(CNC(=O)OCc1ccccc1)Nc1ccc(Br)cc1C(=O)c1ccccc1Cl	2	11	-14	97	-3	-3	0.3	-8	-0.9	-9
CN(c1ccccc1)P(=O)(N1CC1)N1CC1	1	3	-1	96	-2	0	0.4	-2	0.2	3
CCC(=O)N1N=C2C3CCN(CC3)C2C1c1ccccc1 (configuration not stated)	-3	-3	3	90	-10	6	0.0	2	-1.4	1
C[Se]C[C@@H](N)C(=O)O	-4	12	-11	96	-19	-1	-0.2	3	0.0	-13
CC/C(=N\NC(=O)c1ccccc1)c1c(O)n(C2CCCCC2)c(=O)[nH]c1=O	-6	5	4	101	-5	15	-0.1	-1	-0.1	9
CC(C(=O)c1c[nH]c2ccccc12)N1CCc2ccccc2C1 (configuration not stated)	4	6	-6	258	-20	3	-0.3	-2	-1.6	5
O=C1NC(=S)N(c2ccc(Br)cc2)C(=O)/C1=C/N1CCN(C(=O)c2ccco2)CC1	16	6	9	97	-9	-1	0.3	0	-3.0	1
Cn1cc(C(=O)N2CCOCC2)c2ccccc21	-3	-10	-7	94	3	-2	0.0	1	2.4	10
C[C@H]1C/C=C/[C@H]2[C@H](O)[C@H](C)[C@@](C)(O)[C@H]3[C@H](Cc4ccccc4)NC(=O)[C@]32[C@H](O)/C=C/[C@](C)(O)C1	-11	10	.	106	-31	13	1.9	-6	2.0	9
CN1CCN(Cc2cc3c(cc2[N+](=O)[O-])OCO3)CC1	18	2	3	101	-10	-2	-0.1	1	-1.3	1
CN(C)c1ccc(P(=S)(N(C)C)N(C)C)cc1	.	-4	-2	101	2	0	-0.2	1	0.3	0
CN1CCN(c2ccc(/C=C3\C(=O)NC(=S)N(c4cccc(Br)c4)C3=O)o2)CC1	6	3	-5	156	7	-1	-0.3	3	-2.4	5

Part of the list above, with two lines to a compound.
Each structure is followed by: Vif inh, MC4R antag cAMP, TLR9-MyD88 inh, ABCB6 inh MLPCN, NOD2-RIPK2 inh, Exocytosis inh, aDG glyco act, N-glyco inh, MC4R ag barr, ABHD5 PLIN5 PPI
COC(=O)C1=C(c2ccc(OCc3ccccc3)cc2)C[C@@H]2CC[C@H]1N2C(=O)NCc1ccc2c(c1)OCO2
  -1, 20, 5, 96, 1, 3, 0.3, -5, -1.4, -8
C[C@]12CCC(=O)C(O)=C1CC[C@@H]1[C@@H]2CC[C@]2(C)C(=O)CC[C@@H]12
  -8, 3, -1, 99, 8, 3, -0.2, -3, 1.4, -11

The results go on.
SMILES	Vif inh	MC4R antag cAMP	TLR9-MyD88 inh	ABCB6 inh MLPCN	NOD2-RIPK2 inh	Exocytosis inh	aDG glyco act	N-glyco inh	MC4R ag barr	ABHD5 PLIN5 PPI
OC(c1ccc(F)cc1)(c1ccc(F)cc1)[C@@H]1CCCN1	5	-6	-1	97	2	-2	0.2	1	-0.5	5
COc1cccc(-n2nc(C(=O)N3CCC4(CC3)OCCO4)c3ccccc3c2=O)c1	1	3	-4	104	-11	1	0.0	1	-0.2	-2
Cc1cccc(N/N=C/c2c(O)[nH]c(=S)[nH]c2=O)c1	3	11	8	97	-9	-7	-0.2	6	-1.1	16
O=C1NC(=O)N(Cc2ccc(F)cc2)C(=O)/C1=C\c1ccc(N2CCCC2)cc1	0	4	6	146	-3	2	0.0	3	-0.8	-17

2 consecutive records out of the list so far:
SMILES	Vif inh	MC4R antag cAMP	TLR9-MyD88 inh	ABCB6 inh MLPCN	NOD2-RIPK2 inh	Exocytosis inh	aDG glyco act	N-glyco inh	MC4R ag barr	ABHD5 PLIN5 PPI
CCN1CC2([N+](=O)[O-])CC=C(Cl)C([N+](=O)[O-])(C1)C2 (configuration not stated)	-6	13	-3	104	4	1	-0.1	2	2.4	6
C#C[C@]1(O)CCC2C3C(=O)C=C4C=CCC[C@]4(C)C3CC[C@@]21C (some centres not stated)	-15	4	.	101	3	-2	0.1	1	1.3	-2

Only part of the results is shown; rates above refer to the full screens.
